Assay outcomes: PubChem BioAssay, several laboratories
LYP phosphatase = inhibitors of LYP phosphatase, biochemical, fluorescence intensity, uHTS (AID 1779) | recombinant LYP phosphatase, fluorescence intensity; higher % means a stronger effect | inhibition, % at 11.5 µM, or IC50 in µM where a hit was titrated | 0.054% of 290,000 active; in the data active = inhibition above about 50%;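 note: plate controls were vehicle with enzyme for no effect and no enzyme for full effect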
SV40 large T antigen = SV40 large T antigen inhibitors, biochemical (AID 1903). SV40 large T antigen ATPase/helicase inhibition assay; higher % means a stronger effect. inhibition, % at 20 µM; hits with a dose series show IC50 in µM. 0.39% of 310,000 active; in the data active = a potency from the dose series; inconclusive = inhibition mostly from about 32% at the one dose, without a potency; inactive = the rest, 99 in 100 with inhibition below about 32%; note: strong numbers were not always called active
GPR35 antagonists = GPR35 antagonists blocking zaprinast-driven arrestin recruitment, primary screen, imaging, U2OS, beta-arrestin-GFP, zaprinast agonist (AID 2058). G-protein coupled receptor 35 (Homo sapiens). U2OS GPR35 beta-arrestin-GFP translocation imaging, zaprinast antagonism; higher % means a stronger effect. inhibition, % at 10 µM; hits with a dose series show IC50 in µM. 0.052% of 290,000 active;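 active = inhibition of at least 50% with at least 30 cells and total cytoplasm GFP at most 10,000,000; inconclusive = under 30 cells or total GFP of 10,000,000 plus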
GPR55 activation = GPR55 agonists via beta-arrestin recruitment, primary screen, imaging, U2OS cells, beta-arrestin-GFP redistribution (AID 1961). G-protein coupled receptor 55 (Homo sapiens). U2OS GPR55 beta-arrestin-GFP redistribution imaging; higher % means a stronger effect. one-dose activation, % at 10 µM; EC50 in µM for titrated hits. 0.048% of 290,000 active;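 active = activation above 40% with more than 50 cells counted in the well; inconclusive = wells holding fewer than 50 cells, flagged as toxic or sparse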;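 note: U2OS osteosarcoma cells stably expressing GPR55 and beta-arrestin-GFP; plate controls were DMSO negative control for no effect and LPI positive control for full effect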
GPR55 antagonists = GPR55 antagonists blocking LPI-driven arrestin recruitment, primary screen, imaging, U2OS, beta-arrestin-GFP, LPI agonist (AID 2013); inhibition, % at 10 µM; hits with a dose series show IC50 in µM; G-protein coupled receptor 55 (Homo sapiens); 0.13% of 290,000 active; U2OS GPR55 beta-arrestin-GFP translocation imaging, LPI antagonism; higher % means a stronger effect;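 active = spots per cell inhibited over 60%, with over 100 cells counted and total cytoplasm intensity under 500,000; inconclusive = wells with under 100 cells, flagged as likely toxic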;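 note: U2OS cells stably carrying GPR55 and arrestin-GFP stimulated by 5 µM LPI near EC80; imaged beta-arrestin-GFP aggregate spots per cell after agonist stimulation; plate controls were LPI-stimulated DMSO wells for no effect and DMSO wells without LPI for full effect; some results filed as inactive read as strong as hits; confirmed hits need IC50 under 10 µM and bright autofluorescent wells are also inconclusive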
Hep lipid drop = inhibitors of hepatocyte lipid droplet formation, primary screen, imaging, high-throughput imaging, BODIPY stain; AML12 mouse hepatocytes, oleate lipid droplets; inhibition, % at 6.5 µM; 0.4% of 240,000 active; AID 1656, 2009;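 active = lipid droplet intensity inhibited by at least 50%, with more than 500 cells counted; inconclusive = wells with under 300 cells, treated as cytotoxic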
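Material – AML12 mouse liver cells · Also added – oleate loading, 100 µM · Compound dosing – 6.5 µM single-point dosing · Times – overnight treatment with compound plus oleate · Measured by – fluorescence imaging, 20x objective, two fields per well · Read-out – percent inhibition of filter-corrected integrated lipid droplet intensity per well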
NTR1 agonist = agonists of NTR1, primary screen, imaging, U2OS cells, beta-arrestin-GFP, high content (AID 493036); Neurotensin receptor type 1 (Homo sapiens), P30989; NTR1-U2OS beta-arrestin-GFP spot imaging, agonist mode; activation, % at 20 µM; 0.17% of 330,000 active;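 active = activation at or above 40% of the spot to cytoplasm intensity ratio, with at least 20 cells analyzed; inconclusive = wells under 20 cells, flagged as cytotoxic or low count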;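 note: 0% = DMSO without peptide and 100% = 100 nM NTR1 peptide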
Target sequence (P30989 whole entry, looked up): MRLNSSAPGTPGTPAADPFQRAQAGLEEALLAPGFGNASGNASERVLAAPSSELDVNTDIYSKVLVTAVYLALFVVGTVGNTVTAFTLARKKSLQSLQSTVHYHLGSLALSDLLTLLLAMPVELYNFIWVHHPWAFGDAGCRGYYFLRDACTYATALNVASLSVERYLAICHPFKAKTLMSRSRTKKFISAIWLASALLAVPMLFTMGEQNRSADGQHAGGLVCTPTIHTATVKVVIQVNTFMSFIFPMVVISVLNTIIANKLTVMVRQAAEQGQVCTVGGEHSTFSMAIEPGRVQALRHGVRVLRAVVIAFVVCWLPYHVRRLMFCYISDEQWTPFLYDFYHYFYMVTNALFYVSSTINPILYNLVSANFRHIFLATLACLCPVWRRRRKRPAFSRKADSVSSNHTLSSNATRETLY
MgcRacGAP inhibition = MgcRacGAP GTPase-activating activity inhibitors, confirmation, biochemical, ADP Hunter fluorescence; MgcRacGAP-stimulated Rac1 GTP hydrolysis, ADP Hunter fluorescence; higher % means a stronger effect; GST-tagged Rac1 F28L mutant substrate; Rac GTPase-activating protein 1 (Homo sapiens); inhibition, % at 30 µM; hits with a dose series show IC50 in µM; 0.6% of 340,000 active;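 active = first-screen hits whose inhibition reached a set limit at any dose in the follow-up dose series; inconclusive = inhibition above the set first-screen limit but never retested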;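 note: fluorescence reports GDP produced by GAP-driven GTP hydrolysis; strong numbers were not always called active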
T cell modulator = modulators of CD8 T cell-vesicle binding, primary screen, mouse 2C CD8+ T cells, flow cytometry | calls only at 7 µM | 2C CD8+ T cell-vesicle binding; active compounds read low | 0.068% of 330,000 active | AID 2052, 2009;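 active = response, share of CD8 T cells binding vesicles, and their 90th percentile fluorescence all below set limits, cut at about 80% in these data, passing the limit was not always enough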
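Assay system – 2C mouse CD8+ T cells · Also added – QL9-loaded Drosophila micro-vesicles · Timing – Cell–vesicle co-incubation 1.5 h at 37 °C, staining 20 min on ice · Signal – flow cytometry of vesicle-bound cells · Measure – percent CD8+ FL2 mean versus row control · Controls – Peptide-free naked vesicles (low) and QL9 vesicles with 0.7% DMSO vehicle (high)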
Hep lipid drop cells 6.5 µM = recorded beside Hep lipid drop, whose call it bears; cell count; measured here: cell count, cytotoxicity flag;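 cells counted across two imaged fields per well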
T cell modulator vesicle-bound % = second read-out of T cell modulator, no call of its own (marks repeat the call); double positive events, %; measured here: CD8+ vesicle-bound cell fraction;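 binding gate set so that unloaded-vesicle control wells show 10% double positive cells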
NTR1 agonist cell count 20 µM = recorded beside NTR1 agonist, whose call it bears; cell count; measured here: cell count, cytotoxicity flag
Active calls of the source: *; i = inactive; ? = inconclusive; . = no result given.

SMILES	LYP phosphatase	SV40 large T antigen	GPR35 antagonists	GPR55 activation	GPR55 antagonists	Hep lipid drop	Hep lipid drop cells 6.5 µM	NTR1 agonist	NTR1 agonist cell count 20 µM	MgcRacGAP inhibition	T cell modulator	T cell modulator vesicle-bound %
CCOC(=O)C1CCCN(C(=O)c2ccc(S(=O)(=O)NCc3ccco3)cc2)C1 (stereo not given)	.	38%	.	.	.	.	.	-1.3	60	5%	i	14
COC(=O)c1nn(-c2cccc(C)c2)c2nnc(Cc3ccccc3)c(=O)n12	-1%	1%	-7%	-0.3%	4%	0	671	1.6	74	8%	i	1
CC1CCc2sc(C(=O)OC(C)C(=O)Nc3ncc(Cl)cc3Cl)cc2C1 (stereo not given)	10%	12%	-11%	-0.2%	3%	1	628	-0.5	99	.	i	40
Cc1cc(C)c(OCCCNC2CCCC2)c(Br)c1	-5%	7%	-6%	-0.3%	7%	-7	793	-0.4	55	31%	i	42
CN(CC(=O)Nc1ccc(N2CCOCC2)cc1)C(=O)CSc1ccc(F)cc1	.	9%	.	.	.	.	.	-0.3	48	6%	i	37
CNC(=S)N(CCc1c(C)[nH]c2ccc(OC)cc12)Cc1cc(OC)c(OC)c(OC)c1	2%	6%	11%	-0.2%	5%	-54	691	-2.8	85	9%	i	21
Cc1ccc(S(=O)(=O)N(Cc2c(F)cccc2Cl)C(=O)N2CCN(C)CC2)cc1	.	17%	.	.	.	.	.	-0.3	71	7%	i	56
O=C(NC1CCCC1)C(c1ccc(N2CCOCC2)cc1)N(Cc1ccco1)C(=O)c1ccco1 (stereo not given)	-10%	9%	-3%	0.5%	-14%	.	.	-0.2	48	14%	i	28
CCOCCCN1CC(=O)N2[C@@H](Cc3c([nH]c4ccccc34)C2(C)C)C1=O	0%	0%	0%	-0.1%	7%	0	824	-1.5	47	7%	i	11
CC(C)OC(=O)c1c(-c2ccc(C(C)C)cc2)csc1NC(=O)C1CCCO1 (stereo not given)	-2%	10%	25%	0.1%	19%	.	.	2.6	85	-1%	i	57
Cc1ccc2[nH]c3c(N4CCN(Cc5ccccc5)CC4)ncnc3c2c1	-3%	?	-8%	0.0%	-3%	-32	705	43*	75*	22%	i	11
O=C(c1ccc([N+](=O)[O-])cc1[N+](=O)[O-])n1cnc2ccccc21	3%	0%	-11%	-0.4%	18%	1	724	2.3	40	-12%	i	42

Reformatted bar-delimited: part of the list above
mol | LYP phosphatase | SV40 large T antigen | GPR35 antagonists | GPR55 activation | GPR55 antagonists | Hep lipid drop | Hep lipid drop cells 6.5 µM | NTR1 agonist | NTR1 agonist cell count 20 µM | MgcRacGAP inhibition | T cell modulator | T cell modulator vesicle-bound %
O=C(c1ccc([N+](=O)[O-])cc1[N+](=O)[O-])n1cnc2ccccc21 | 3% | 0% | -11% | -0.4% | 18% | 1 | 724 | 2.3 | 40 | -12% | i | 42
Cc1cc(C)c(OCCCNC2CCCC2)c(Br)c1 | -5% | 7% | -6% | -0.3% | 7% | -7 | 793 | -0.4 | 55 | 31% | i | 42
O=C(NC1CCCC1)C(c1ccc(N2CCOCC2)cc1)N(Cc1ccco1)C(=O)c1ccco1 (stereo not given) | -10% | 9% | -3% | 0.5% | -14% | . | . | -0.2 | 48 | 14% | i | 28
CCOC(=O)C1CCCN(C(=O)c2ccc(S(=O)(=O)NCc3ccco3)cc2)C1 (stereo not given) | . | 38% | . | . | . | . | . | -1.3 | 60 | 5% | i | 14
CNC(=S)N(CCc1c(C)[nH]c2ccc(OC)cc12)Cc1cc(OC)c(OC)c(OC)c1 | 2% | 6% | 11% | -0.2% | 5% | -54 | 691 | -2.8 | 85 | 9% | i | 21
CC1CCc2sc(C(=O)OC(C)C(=O)Nc3ncc(Cl)cc3Cl)cc2C1 (stereo not given) | 10% | 12% | -11% | -0.2% | 3% | 1 | 628 | -0.5 | 99 | . | i | 40
Cc1ccc(S(=O)(=O)N(Cc2c(F)cccc2Cl)C(=O)N2CCN(C)CC2)cc1 | . | 17% | . | . | . | . | . | -0.3 | 71 | 7% | i | 56

New compounds follow.
SMILES	LYP phosphatase	SV40 large T antigen	GPR35 antagonists	GPR55 activation	GPR55 antagonists	Hep lipid drop	Hep lipid drop cells 6.5 µM	NTR1 agonist	NTR1 agonist cell count 20 µM	MgcRacGAP inhibition	T cell modulator	T cell modulator vesicle-bound %
COc1ccc(-c2csc(Nc3cc(C)ccn3)n2)cc1C	-2%	7%	0%	-0.1%	-5%	15	875	7.2	79	13%	i	60
COC(=O)c1ccc(Cn2cnc3c(cnn3-c3ccc(C)c(C)c3)c2=O)o1	-2%	-1%	-5%	0.1%	3%	1	747	2.1	31	0%	i	22
NC(=O)c1c(NC(=O)c2ccc([N+](=O)[O-])o2)sc2c1CCCC2	-12%	6%	2%	-0.1%	-11%	-61	837	4.9	42	2%	i	28
O=C(CSc1nc2ncccc2[nH]1)NC1CCCCC1	-6%	-2%	-9%	-0.2%	1%	-11	769	0.6	44	3%	i	46
COC(=O)N1[C@H](C)C=C[C@]1(Cc1ccccc1)C(=O)NCCCNc1ncc(C(F)(F)F)cc1Cl	.	9%	.	.	.	.	.	5.0	84	-5%	i	17
COc1cc(Br)cc2cc(C(=O)N3CCCCC3C)c(=O)oc12 (stereo not given)	4%	6%	-9%	0.3%	11%	5	733	0.3	89	-2%	i	20
COc1ccccc1N1CCN(C(=O)c2cccc(C(=O)N3CCN(c4ccccc4OC)CC3)c2)CC1	-9%	9%	1%	-0.1%	21%	.	.	-0.2	53	2%	i	26
Nc1cccc(-c2nc3ccccc3[nH]2)c1	-8%	17%	-18%	1.2%	14%	-4	695	2.7	50	8%	i	18
O=C(Cc1cccs1)Nc1ccccc1-c1nc2ccccc2[nH]1	-8%	8%	-4%	2.1%	-6%	-9	629	16	60	.	i	30
Cc1ccc(NC(=O)CCC(=O)OCC(=O)c2ccc(-c3ccccc3)cc2)cc1	-14%	10%	7%	0.0%	-6%	1	741	-1.5	55	-2%	i	8
O=C(Nc1ccc(Cc2ccncc2)cc1)c1cccc([N+](=O)[O-])c1	-7%	4%	-2%	0.5%	4%	-6	538	3.3	89	11%	i	52
Cc1ccc(S(=O)(=O)CC(=O)c2ccc(C(C)(C)C)cc2)cc1	1%	0%	-12%	-0.1%	9%	.	.	0.0	36	5%	i	32
COC(=O)c1sc(S(=O)(=O)NC(C)C(=O)O)c(C(=O)OC)c1C (stereo not given)	0%	5%	-7%	-0.5%	9%	5	658	1.3	35	3%	i	32
COC(=O)c1ccc(-c2n[nH]c(=O)c3ccccc23)cc1	-2%	0%	-6%	0.2%	-2%	-6	661	0.6	91	-3%	i	44
O=C(Nc1nnc(Cc2ccc(Cl)cc2)s1)c1cccs1	-5%	11%	-13%	0.1%	2%	10	714	2.5	91	7%	i	24
O=C(CN(c1ccc2c(c1)OCCO2)S(=O)(=O)c1ccccc1)NCC1CCCO1 (stereo not given)	-2%	15%	-1%	-0.1%	-16%	0	795	-1.5	62	7%	i	58
CN(CC1CCCN(CCc2ccccc2F)C1)C(=O)c1ccoc1 (stereo not given)	-14%	13%	-2%	-0.1%	-6%	-2	750	0.9	69	5%	i	10
CCN(C(=O)/C=C/c1ccccc1)C1CCCCC1	-8%	-1%	-1%	0.6%	13%	-8	849	0.5	66	11%	i	58
O=C(O)c1cccc(S(=O)(=O)Nc2cc(Cl)ccc2Cl)c1	-5%	9%	-8%	-0.3%	-2%	-5	640	2.0	68	13%	i	56
COc1ccc2cc(C(=O)C3CCCN(Cc4ccccn4)C3)ccc2c1 (stereo not given)	-23%	.	3%	-0.1%	16%	-9	699	1.1	68	-6%	i	41
O=C(O)c1ccccc1C(=O)Nn1cnnc1	-11%	22%	-9%	-0.3%	-9%	4	772	0.2	93	9%	i	61
Cn1cnnc1SCC(=O)NN(c1ccccc1)c1ccccc1	-10%	-1%	7%	-0.2%	-2%	2	627	0.0	81	10%	i	58
S=c1[nH]nc(COc2ccccc2)n1/N=C/c1ccc(Cl)cc1Cl	-4%	25%	-16%	-0.2%	12%	-4	797	4.1	86	11%	i	39
O=C(O)c1cccc(Oc2cccc(Cl)n2)c1	-7%	15%	10%	0.1%	-4%	3	754	0.4	92	6%	i	53
Cc1ccc(CN(C)C2CCN(C)CC2)cc1	-7%	16%	4%	-0.2%	5%	6	819	-1.4	41	-3%	i	38
N/C(=N\c1nc(CSc2ccc(Cl)cc2)cc(=O)[nH]1)Nc1ccccc1C(F)(F)F	2%	0%	3%	-0.1%	-7%	0	759	3.7	39	-1%	i	50
c1ccc(-c2nnc3n2N=C(c2ccc4c(c2)OCO4)CS3)nc1	1%	17%	-8%	0.8%	-9%	.	.	0.8	59	6%	.	.
CN(C)S(=O)(=O)c1cccc(NC(=S)N/N=C/c2cccc(O)c2)c1	1%	12%	-24%	-0.1%	5%	-9	698	0.3	81	3%	i	60
COCCn1c(SCC(=O)Nc2cc(C)nn2-c2ccccc2)nnc1-c1ccncc1	5%	-1%	-5%	0.2%	-5%	14	541	1.2	39	-3%	i	3
Cc1ccc2cc(CN(Cc3cccs3)Cc3nnnn3CC3CCCO3)c(=O)[nH]c2c1C (stereo not given)	4%	-3%	-6%	-0.1%	-3%	-12	753	.	.	4%	.	.
